CHO parental Ca = counter-screen: ATP calcium response change in parental CHO cells | parental CHO-K1, ATP-induced calcium, Fluo-8 fluorescence | inhibition, % at 5.6 µM | 330,000 compounds, 0.63% hits | AID 463079;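 active = inhibition above that plate's mean sample inhibition plus 3 SD, cut at about 26% in these data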;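 note: 0% = ATP-challenged DMSO wells and 100% = DMSO wells without ATP; some compounds past the cut are filed as inactive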
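Assay system: parental CHO cells; Read-out basis: percent inhibition of ATP-evoked calcium rise, normalized to controls; Benchmarks: ATP and no-ATP DMSO wells; Compound dosing: single nominal dose of 5.6 µM per compound; Signal: Fluo-8 calcium dye fluorescence; Also added: ATP as calcium-mobilizing challenge; Repeats: singlicate.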
TAAR1 ag = human TAAR1 agonism. CHO RD-HGA16 TAAR1, Fluo-8 calcium fluorescence; vehicle wells 0%, saturating PEA agonist 100%. activation, % at 3 µM. 360,000 compounds, 0.99% hits. AID 624467;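 active = activation above the mean activation of all test compounds in the run plus 3 SD, cut at about 38% in these data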
Target sequence (Q96RJ0 whole entry, looked up): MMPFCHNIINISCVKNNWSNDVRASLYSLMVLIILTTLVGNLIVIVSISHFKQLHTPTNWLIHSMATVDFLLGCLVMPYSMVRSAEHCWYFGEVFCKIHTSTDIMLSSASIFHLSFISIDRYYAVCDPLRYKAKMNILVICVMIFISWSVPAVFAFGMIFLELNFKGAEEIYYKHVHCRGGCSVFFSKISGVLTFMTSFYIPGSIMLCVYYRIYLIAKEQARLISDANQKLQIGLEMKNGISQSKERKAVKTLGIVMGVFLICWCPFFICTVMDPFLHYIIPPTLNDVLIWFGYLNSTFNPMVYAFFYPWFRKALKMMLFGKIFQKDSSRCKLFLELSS
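Benchmarks: low control DMSO, high control PEA (EC100); System: CHO RD-HGA16 cells carrying human TAAR1 plus Gα16; Detection: Fluo-8 fluorescence, 5 s baseline then 140 s kinetic read; Schedule: 17-24 h plating, Fluo-8 75 min 37 °C, 30 min RT; Read-out basis: % activation from peak over basal fluorescence ratio, DMSO-to-PEA scaled.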
TAAR1 antag = antagonists of human TAAR1; 360,000 compounds, 1.5% hits; AID 624466; inhibition, % at 3 µM; CHO RD-HGA16 TAAR1, Fluo-8 calcium fluorescence, antagonist;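 active = inhibition above a per-plate cutoff, the mean inhibition of test compounds on that plate plus 3 SD, cut at about 49% in these data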;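 note: 0% = DMSO plus EC80 beta-PEA response and 100% = DMSO alone without agonist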
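Test system – hTAAR1-expressing CHO RD-HGA16 cells, Gα16-coupled · Also added – β-PEA at EC80 concentration, post-compound challenge · Compound – 3 µM, single point · Incubation – dye loading 75 min at 37 °C, then 30 min room temperature · Measured by – Fluo-8 intracellular calcium dye fluorescence, real-time kinetic reads · Benchmarks – vehicle and agonist controls · Replicates – singlicate, one well per test compound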
V1R ag counter = activates human V1a receptor in oxytocin agonist counter-screen; P37288; CHO-V1R cells, Fluo-8 calcium fluorescence, agonist mode; 0% DMSO, 100% 3 nM vasopressin; activation, % at 3 µM; 320,000 compounds, 0.25% hits;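 active = activation above the mean activation of all tested compounds plus 3 SD, per screening run, cut at about 20% in these data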;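 note: signal is peak over basal fluorescence ratio across a 100 second FLIPR read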
Target sequence (P37288 whole entry, looked up): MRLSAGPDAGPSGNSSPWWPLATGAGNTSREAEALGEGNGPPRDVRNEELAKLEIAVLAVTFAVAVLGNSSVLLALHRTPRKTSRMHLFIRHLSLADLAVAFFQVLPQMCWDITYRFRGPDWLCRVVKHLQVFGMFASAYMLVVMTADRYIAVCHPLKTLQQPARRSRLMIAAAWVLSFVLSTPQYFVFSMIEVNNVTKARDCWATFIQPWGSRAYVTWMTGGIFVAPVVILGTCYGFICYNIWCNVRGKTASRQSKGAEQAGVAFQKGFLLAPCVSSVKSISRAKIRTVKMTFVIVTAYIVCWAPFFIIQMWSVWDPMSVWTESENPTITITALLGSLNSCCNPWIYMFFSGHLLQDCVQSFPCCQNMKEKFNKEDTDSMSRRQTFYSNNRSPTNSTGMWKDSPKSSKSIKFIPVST
CHO-K1 Ca antag = nonselective inhibitor or artifact in parental CHO-K1 cells | ATP-induced calcium, Fluo-8 fluorescence | AID 602250 | inhibition, % at 3 µM | 360,000 compounds, 0.6% hits;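 active = inhibition above a per-plate cutoff, the plate's mean sample inhibition plus 3 SD, cut at about 24% in these data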;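 note: 0% = DMSO plus EC80 ATP and 100% = DMSO alone without ATP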
CHRM1 agonist = human M1 muscarinic receptor agonism | P11229 | CHO-K1 hM1, Fluo-8 calcium fluorescence, agonist mode; 0% DMSO, 100% acetylcholine EC100 | activation, % at 3 µM | 360,000 compounds, 0.33% hits;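 active = activation above the run's mean compound activation plus 3 SD, cut at about 16% in these data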;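 note: peak over basal fluorescence ratio within a 140 s kinetic read after compound addition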
OXTR potentiate = potentiators of human oxytocin receptor; P30559; CHO-OTR cells, Fluo-8 calcium fluorescence, potentiator mode; 0% = oxytocin EC15, 100% = EC100; activation, % at 3 µM; 320,000 compounds, 0.061% hits; AID 2445;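 active = activation above that plate's cutoff, the mean activation of tested compounds plus 3 SD, cut at about 6.6% in these data, passing the limit was not always enough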;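 note: 100% uses oxytocin at 75 nM as the full agonist control; some results filed as inactive read as strong as hits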
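Assay system: CHO cell line stably expressing human OTR | Also added: Oxytocin at about EC15, sub-maximal agonist stimulus | Times: Compound 6 min at room temperature before oxytocin, 100 s read | Measured by: Fluo-8 intracellular calcium fluorescence, ex 470-495, em 515-575 nm | Controls: EC15 oxytocin alone as 0%, 75 nM oxytocin as 100%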
M1 ag parental = nonselective activator or artifact in parental CHO-K1 cells | Fluo-8 calcium fluorescence; scaled to maximal ATP response, vehicle zero | activation, % at 3 µM | 360,000 compounds, 0.48% hits; in the data active = activation above about 15%;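 note: untransfected CHO-K1 host cells lacking M1 receptor as counterscreen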
M1 PAM parental = M1 PAM counterscreen hit in parental CHO-K1 cells. ATP EC20, Fluo-8 calcium fluorescence; 0% at ATP EC20, 100% at ATP max. AID 602247. activation, % at 3 µM. 360,000 compounds, 0.02% hits;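 active = activation above the run cutoff, the mean activation of all test compounds plus 3 SD, cut at about 40% in these data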;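 note: peak over basal fluorescence ratio in a 140 s read after ATP addition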
The depositor's hits bear a star; · = no result given.

SMILES	CHO parental Ca	TAAR1 ag	TAAR1 antag	V1R ag counter	CHO-K1 Ca antag	CHRM1 agonist	OXTR potentiate	M1 ag parental	M1 PAM parental
COCC(C)NC(=O)CSc1nc2ccccc2c(=O)n1CCc1ccc(S(N)(=O)=O)cc1 (configuration not stated)	-10	13	54*	1.5	7	-1	0	6.1	-20
CCCC(CCC)C(=O)Nc1cccc(C(=O)O)c1	-5	·	·	1.9	-9	-2	-4	0.1	20
CCO[C@H]1OC(C(=O)NCc2ccccc2)=C[C@@H](C2CC2)[C@@H]1CCCO	-8	10	2	-1.4	-6	-5	-8	2.4	10
C[C@H]1CN([C@@H](C)CO)C(=O)c2cc(NC(=O)C3CCCCC3)ccc2O[C@H]1CN(C)Cc1ccc(-c2ccccc2)cc1	-23	1	17	1.5	-13	-8	-10	0.3	10
CC[C@]12c3[nH]c4ccc(OC)cc4c3CCN1C(=O)C(CC(=O)NCCCOC)C[C@@H]2C(=O)N1CCN(C(=O)c2ccco2)CC1 (some centres not stated)	-11	1	3	·	-6	-1	·	0.6	12
Cc1ccc(NC(=O)CC(NCCN2CCOCC2)C(=O)O)cc1Cl (configuration not stated)	-1	4	-5	-0.2	-4	-3	-2	0.5	12
COc1cc2c(C(=O)N3CCN(c4ccccc4C)CC3)c(C)oc2cc1Br	-9	7	15	0.1	-7	-5	-5	1.5	30
Cc1cccc(CC2S/C(=N/c3ccccn3)NC2=O)c1 (configuration not stated)	-34	15	-8	0.8	-23	0	-16	0.4	37
O=C(NC(Cc1ccccc1)C(=O)N1CCN(c2ccc(F)cc2)CC1)c1ccccc1 (configuration not stated)	·	10	8	·	-10	-1	·	3.8	12
Cc1ccc2c(c1)C(c1ccccc1)CC(=O)O2 (configuration not stated)	-22	3	-1	-1.5	-8	-6	-7	0.9	27
CCOC(=O)C1CCN(C(=O)Nc2ccc(C)c(Cl)c2)CC1	-22	1	5	1.1	-10	-2	-8	0.4	7
COc1ccc(-c2sc3ccccc3c2C#CCO)cc1	-14	-2	-9	0.6	-4	-2	-12	-0.1	-7
CC(C)C(=O)NC(=S)Nc1nnn(C)n1	-3	4	-20	0.2	-4	-3	-3	-0.4	2
CCOc1cc(C)c(Cl)cc1S(=O)(=O)n1nnc2ccccc21	-4	14	1	0.9	3	-5	0	-0.1	10
c1ccc(CSC2=NNC(c3ccccn3)S2)cc1 (configuration not stated)	16	2	-39	-0.4	0	-2	1	0.9	3

Not a retest: entries from further up.
SMILES	CHO parental Ca	TAAR1 ag	TAAR1 antag	V1R ag counter	CHO-K1 Ca antag	CHRM1 agonist	OXTR potentiate	M1 ag parental	M1 PAM parental
COc1ccc(-c2sc3ccccc3c2C#CCO)cc1	-14	-2	-9	0.6	-4	-2	-12	-0.1	-7
CC(C)C(=O)NC(=S)Nc1nnn(C)n1	-3	4	-20	0.2	-4	-3	-3	-0.4	2
CCOc1cc(C)c(Cl)cc1S(=O)(=O)n1nnc2ccccc21	-4	14	1	0.9	3	-5	0	-0.1	10
c1ccc(CSC2=NNC(c3ccccn3)S2)cc1 (configuration not stated)	16	2	-39	-0.4	0	-2	1	0.9	3

Next part:
SMILES	CHO parental Ca	TAAR1 ag	TAAR1 antag	V1R ag counter	CHO-K1 Ca antag	CHRM1 agonist	OXTR potentiate	M1 ag parental	M1 PAM parental
CC(C)Oc1cc(F)ccc1-c1cc(C(=O)NCc2cccnc2)[nH]n1	·	2	2	·	-4	-2	·	1.2	7
C[C@H]1C(=O)N(C)CCN1Cc1cn(C)nc1-c1ccc(Oc2ccccc2)cc1	-9	6	-1	3.6	1	-3	-16	14	-8
COc1cccc(-c2nc(CS(=O)(=O)CC(=O)NCCCN3CCOCC3)c(C)o2)c1	-2	0	1	0.1	-18	-4	-10	1.1	6
O=C(O)C1CC(=O)N(Cc2cccs2)C1 (configuration not stated)	15	3	-4	-0.2	-19	0	-10	0.2	25
Cc1ccc(N2CCN(C(=O)c3cccs3)CC2)c(C)c1	-10	-1	-25	0.7	-2	-6	-2	0.2	17
CCN(CC)CCCNC(=O)CCC(=O)Nc1ccc2nc(N3CCCCC3)cc(C)c2c1	-4	0	-24	-0.1	-14	-8	1	1.0	21
C/C(=N\OCC(=O)Nc1c(C)cc(C)cc1C)c1ccc2c(c1)OCCO2	0	4	-1	-0.5	0	-6	4	2.0	-3
CC1=C(C(=O)OCc2ccccc2)C(c2ccc3c(c2)OCO3)NC(=O)N1CCCC(=O)O (configuration not stated)	-5	4	7	3.1	-21	-3	-2	1.1	13
Cc1ccc(C23CC4CC(CC(C(=O)NC(C)C(N)=O)(C4)C2)C3)cc1 (configuration not stated)	0	0	9	0.9	-17	-3	-7	0.0	23
CCOc1ccccc1-n1c(SCC(=O)N(CC)CC)nnc1-c1ccccn1	-12	4	-19	0.3	-9	-6	-8	0.9	26
Cc1cccc(NS(=O)(=O)c2nnc(NC(=O)c3ccccc3F)s2)c1	1	2	-2	1.7	6	-5	-5	0.6	-4
CCOc1ccccc1/C=N\Nc1cnn(Cc2ccccc2)c(=O)c1Cl	-26	-2	24	-0.1	-5	-11	-20	-0.3	18
COc1ccc(NC(=O)C(=O)NCCC2=CCCCC2)c(OC)c1	-21	-2	-5	-0.1	-1	-4	0	0.5	8
CSCCC(NC(=O)c1ccco1)C(=O)Nc1ccc(C)cn1 (configuration not stated)	-16	1	-7	0.2	18	1	6	3.8	-32
CCOC(=O)c1cc(CC)sc1N1C(=O)CC(Sc2ccccc2C(=O)O)C1=O (configuration not stated)	-2	3	2	-0.7	-17	0	-2	0.0	10
Nc1ccn(C2C=CC(CO)O2)c(=O)n1 (configuration not stated)	·	1	-16	·	-7	·	·	2.3	9
O=C(CSc1nnc2ccccn12)Nc1nsc(-c2ccccc2)n1	-7	5	-19	-0.1	-7	-5	-5	0.5	8
O=C(CN1CCCc2ccccc21)NCc1ccccc1Cl	-5	2	-10	0.1	-4	-8	-2	-0.2	6
Cc1ccc(-n2c(C)cc(/C=N/NC(=O)CC3(C)OCCO3)c2C)c(C)c1	-17	0	3	1.3	-4	-6	-15	0.1	11
Cc1ccc(NC(=O)C2CCN(S(=O)(=O)c3c(C)nn(C)c3C)CC2)c(Cl)c1	-9	1	-22	1.8	37*	-4	4	1.7	16
CCN1CCN(CCNC(=O)c2ccc3c(c2)N(Cc2cccc(Cl)c2)C(=O)c2ccccc2S3=O)CC1 (configuration not stated)	-29	5	-25	0.8	-12	-4	-4	0.0	8
CN(c1ccc(OC(=O)CC2OC(=O)c3ccccc32)cc1)S(=O)(=O)c1ccccc1 (configuration not stated)	-10	8	29	6.4	-5	0	-11	6.1	15
N#Cc1c(-c2cccnc2)c2c([nH]c1=S)CCCC2	-7	4	-6	0.8	-14	-1	0	-0.1	22
O=C(O)CCCNc1ccc([N+](=O)[O-])c(NCCCC(=O)O)n1	-15	12	-8	-0.2	-4	-5	-3	0.5	9
CCn1c(CCNC(=O)c2ccc(OC)cc2)nnc1SCc1ccc(Cl)c(Cl)c1	-2	14	21	6.9	-5	-6	-9	6.1	6
CC(=O)c1cc2c(cc1NC(=O)CCc1c(C)nc3ncnn3c1C)OCO2	-16	10	-21	-0.3	8	1	10	0.0	-12
Cc1ccc([N+](=O)[O-])cc1S(=O)(=O)NCc1cccnc1	1	0	14	1.2	6	-9	-3	0.9	4
O=C(NC1CCCC1)C1CCC(CNS(=O)(=O)c2cccs2)CC1 (configuration not stated)	-5	18	-13	-0.4	-5	-5	-5	3.2	21
COc1cccc(-n2nnc3c(=O)n(Cc4ccccc4Cl)cnc32)c1	2	9	-2	1.3	-6	-2	-7	-0.1	2
CSCCC(NS(=O)(=O)c1ccc(Cl)cc1)C(=O)OCc1cccc(Cl)c1 (configuration not stated)	41*	1	18	3.1	-1	-6	-5	2.2	17
Cc1c(C#N)c2ccccc2n1CCOc1ccccc1F	16	2	23	-0.5	-25	-9	-1	1.5	9
CCOc1ccc(S(=O)(=O)N(C)c2ccc(OCC(=O)OCc3c(C)noc3C)cc2)cc1	-15	1	21	3.6	1	-2	-7	0.6	0
Cc1cccc(C(=O)Nc2cccc(C(=O)Nc3cc(C)ccn3)c2)c1	-23	·	·	-0.6	-5	-4	-3	2.0	16
O=C1CCC(C(=O)N2CCSCC2)CN1Cc1cccc(C(F)(F)F)c1 (configuration not stated)	-2	2	-8	1.3	10	-2	-6	0.3	-23
Cc1ccc(C2CC(c3cccs3)=NN2C(=O)CSc2nc(=O)n3cc(C)ccc3n2)cc1 (configuration not stated)	-10	3	-3	0.1	3	-5	-3	0.6	12
Nc1nc(SCC(=O)Nc2ccccc2-c2ccccc2)n[nH]1	-15	3	13	0.5	6	-3	1	0.0	-7
C=CCSc1nnc(NC(=O)CSc2nc3ccccc3[nH]2)s1	-3	11	12	2.5	-7	1	-2	3.5	8
COc1cccc(CNC(=O)c2n[nH]c3ccccc23)c1	-9	1	-21	0.4	-4	-4	-25	1.4	4
Nc1ccccc1SCC(O)Cn1ccc2ccccc21 (configuration not stated)	-7	·	·	5.8	3	-3	-13	0.5	2
COc1ccc(N2CCN(C(=O)c3ccc(F)cc3)CC2)c([N+](=O)[O-])c1	-9	8	-6	4.1	-9	-3	-26	3.6	-1
Cc1cc2c(sc3c(C)ccc(C)c32)c(C)n1	-16	-1	-25	1.1	-12	-6	0	0.9	16
CC1CCN(S(=O)(=O)c2ccc3c(c2)N(C)C(=O)CC(=O)N3C)CC1	1	2	-2	-0.4	-2	-2	-10	-0.1	3
Cc1nn(C)c(C)c1CNC(=O)Nc1cccc(Cl)c1C	-12	1	-11	1.1	-6	-6	-16	0.8	-3
COc1cccc(C(=O)O/N=C(\N)c2ccccn2)c1	-6	9	-7	0.8	-1	-2	-2	0.1	-1
CCN(C(=O)COC(=O)C1CCN(S(=O)(=O)c2ccc(C)c(C)c2)CC1)C1CCS(=O)(=O)C1 (configuration not stated)	-17	0	-22	-0.9	-10	-9	-5	0.1	22
Cc1ccc(-c2nc(S(=O)(=O)c3ccc(C)cc3)c(N3CCOCC3)o2)cc1	4	-2	-32	0.3	-19	-2	-11	2.2	-9
CCOc1ccc2nc(N3CCCC(C(=O)NCCCN4CCCCC4)C3)sc2c1 (configuration not stated)	-20	0	-10	-0.1	-8	-6	-1	-0.4	18

Screens as filed in PubChem.
